High-throughput results deposited in PubChem BioAssay by several laboratories.
SIAE inh: inhibitors of human sialic acid acetylesterase SIAE | inhibition, % at 9.66 µM | Q9HAT2 | 0.69% of 370,000 active | SIAE FP-Rh probe binding, fluorescence polarization;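 active means inhibition above a cutoff: mean of compounds within the control limits plus 3 SD of those, cut at about 17% in these data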;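 further: 0% = plate median of compound wells and 100% = probe without SIAE protein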
HTRA1 inhibitor: blocks human HTRA1 serine peptidase. inhibition, % at 5.96 µM. recombinant HTRA1, FP-rhodamine activity-based probe, fluorescence polarization. 0.5% of 340,000 active. Q92743; in the data active means inhibition above about 36%;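 further: 0% = enzyme with DMSO and 100% = wells lacking enzyme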
ABHD4 inh: ABHD4 (mouse) inhibition, primary FP screen; Q8VD66; purified mABHD4, FP-Rh probe fluorescence polarization; inhibition, % at 8.92 µM; 0.54% of 370,000 active; AID 720543;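 active means inhibition exceeding the mean over every tested compound plus 3 SD, cut at about 30% in these data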;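 further: 0% = plate median of compound wells and 100% = S159A mutant with DMSO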
Target sequence (Q8VD66 whole entry, looked up): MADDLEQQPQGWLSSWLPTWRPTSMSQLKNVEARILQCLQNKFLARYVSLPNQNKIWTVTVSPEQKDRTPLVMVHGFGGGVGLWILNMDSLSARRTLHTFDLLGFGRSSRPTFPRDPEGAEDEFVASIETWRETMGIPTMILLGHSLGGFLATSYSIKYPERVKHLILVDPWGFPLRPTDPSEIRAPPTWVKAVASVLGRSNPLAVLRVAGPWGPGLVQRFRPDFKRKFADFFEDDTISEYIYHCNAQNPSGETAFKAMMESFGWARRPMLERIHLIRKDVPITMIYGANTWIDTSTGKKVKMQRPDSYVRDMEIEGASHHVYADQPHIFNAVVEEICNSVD
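Test system: mouse ABHD4 enzyme, wild type. Reagent: FP-Rh fluorescent activity-based probe, added after compound pre-incubation. Timing: pre-incubation 45 min, probe exposure 60 min, at 25 °C. Technique: FP readout, ex 525 nm / em 598 nm. Benchmarks: high control S159A mutant with DMSO, low control median of compound wells.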
Rev-erbA mod: Rev-erb alpha (human) modulation. P20393. Rev-erbα–FITC-DNA binding, fluorescence polarization, 90 min. activity, % at 10 µM. 0.79% of 370,000 active;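 active means activity above about 14%, limit read from the data; passing the limit was not always enough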;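 further: 0% = DMSO wells with 35 nM protein and 100% = DMSO wells with 750 nM protein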
PG9 Ab binder: binds the HIV-1 gp120 antibody PG9; TR-FRET gp120-PG9 antibody binding; inhibition, % at 6.7 µM; 0.43% of 360,000 active; AID 624416; in the data active means inhibition above about 8.5%
rCAG binder: binds r(CAG) RNA repeats; r(CAG) RNA repeat, TO-PRO-1 dye displacement fluorescence; inhibition, % at 3 µM; 1.3% of 370,000 active;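 active means inhibition above the plate cutoff, the mean of all test compounds on that plate plus 3 SD, cut at about 35% in these data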;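 further: 0% = DMSO alone and 100% = 100 µM mitoxantrone as full dye displacement; higher means more dye released from RNA so lower well fluorescence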
TCR-CD3 inh: blocks the human TCR-CD3 interaction; 0.37% of 360,000 active; AID 651800; inhibition, % at 9.4 µM; TAMRA-labeled TCR probe fluorescence, biochemical; in the data active means inhibition above about 19%;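 further: recombinant mutant TCR 2C K166C tagged with TAMRA read by polarization; 0% = receptor in buffer alone and 100% = receptor with positive control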
LEDGF integ inh: blocks HIV-1 LEDGF/p75-dependent DNA integration; TR-FRET IN-LEDGF/p75 DNA integration, Eu/Cy5; inhibition, % at 3.7 µM; 0.64% of 370,000 active;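 active means inhibition above the screen-wide mean plus 3 SD, cut at about 13% in these data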;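 further: signal is the Cy5 over europium emission ratio at 671 and 618 nm; 0% = plate median of compound wells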
TDP2 inh: TDP2 (human) inhibition, absorbance primary screen; inhibition, % at 12.8 µM; recombinant TDP2, T5PNP hydrolysis, p-nitrophenol absorbance 415 nm; AID 720702; 0.34% of 370,000 active;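 active means inhibition above the mean of all tested compounds plus 3 SD, set per campaign, cut at about 25% in these data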;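 further: 0% = DMSO with enzyme and 100% = buffer with substrate but no TDP2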
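Test system: Human TDP2 enzyme | Reagent: 5 mM T5PNP | Compound dosing: 12.8 µM single point, 1% DMSO | Incubation: Enzyme reaction with compound for 2 h at 37 °C | Technique: p-Nitrophenol epi absorbance | Read-out: % inhibition relative to enzyme-containing and enzyme-free wells | Benchmarks: High control without enzyme, low control DMSO plus TDP2 | Replicates: Singlicate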
PRMT1 FP inh: blocks human protein arginine methyltransferase 1; recombinant PRMT1, activity-based probe fluorescence polarization; inhibition, % at 2.79 µM; 1.3% of 370,000 active; AID 652257;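 active means inhibition above about 21% made by adding two undisclosed values, limit read from the data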
Target sequence (Q99873 whole entry, looked up): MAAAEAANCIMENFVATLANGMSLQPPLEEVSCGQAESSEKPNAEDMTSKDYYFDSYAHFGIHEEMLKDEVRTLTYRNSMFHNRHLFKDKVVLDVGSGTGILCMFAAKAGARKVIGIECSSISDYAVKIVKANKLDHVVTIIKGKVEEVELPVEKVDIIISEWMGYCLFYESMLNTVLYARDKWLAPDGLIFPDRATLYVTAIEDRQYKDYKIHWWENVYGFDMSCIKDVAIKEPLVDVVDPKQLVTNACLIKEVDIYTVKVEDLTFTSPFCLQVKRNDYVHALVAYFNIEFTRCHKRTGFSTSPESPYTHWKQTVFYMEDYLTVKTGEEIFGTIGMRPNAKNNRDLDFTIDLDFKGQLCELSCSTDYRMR
An asterisk follows results filed as active; . = no result given. An excerpt. The share of hits here may be higher or lower than overall.

Second line of a record – SIAE inh, HTRA1 inhibitor, ABHD4 inh, Rev-erbA mod, PG9 Ab binder, rCAG binder, TCR-CD3 inh, LEDGF integ inh, TDP2 inh, PRMT1 FP inh
CCOC(=O)CSc1nc2ccccc2c(=O)n1-c1ccc(C)cn1
  3, 3, -7, -1, -1.0, -2, 8, 6, -1, -3
O=C(NCC(F)(F)F)C1C(=O)Nc2ccccc2C(=O)N1C1CCCC1 (stereo not given)
  5, ., 1, 2, -1.0, 3, -1, -4, 3, -5
CC1(C)CC(=O)NC=C(c2ccccc2)C1
  5, 3, -4, -4, 0.1, 1, -4, 1, -9, 1
Cc1nnc(NC(=O)CSc2nnc(CC(=O)Nc3ccccc3C)n2C)s1
  5, 2, 3, -1, -2.0, -1, -1, -4, -4, 0
Cc1ccc(C(=O)c2oc3nc(C)cc(C)c3c2N)cc1
  -5, -5, 2, 1, -1.6, 1, 3, -1, -5, -2
CCN(CC)CCN1C(=O)C(=O)/C(=C(/O)c2c(C)[nH]c(C(=O)OC)c2C)C1c1cccnc1 (stereo not given)
  3, 2, 5, 3, -0.2, -3, -1, -1, 15, 1
CN(CCC(=O)Nc1ccc(Cl)cc1)Cc1ccccc1
  -1, 10, 5, -4, -2.8, -3, -6, 0, 4, -3
COc1ccc(C(=O)Nc2cc(Cl)cc(Cl)c2)c(OC)n1
  3, 1, 1, 0, 0.5, 1, 3, -3, 2, -1
O=C(c1ccc(C(=O)N2CCOCC2)s1)N1CCOCC1
  -3, -1, 2, 5, 1.2, -1, 6, 1, 6, 1
FC(F)(F)Oc1ccc(NC(=S)Nc2ccc(OC(F)(F)F)cc2)cc1
  4, -2, 4, 12, -3.0, 3, 0, -3, 4, -4
CCOC(=O)C1=CCN(S(=O)(=O)c2ccccc2)C1c1ccc(C)cc1 (stereo not given)
  0, ., -8, 2, 1.3, 1, -4, 1, -1, 3
Cc1cccc(Sc2nc(-c3ccccc3)ncc2C(=O)O)c1
  -3, 5, -3, -3, -2.9, 6, 0, 3, -6, -5
Cc1cc(C)n(CC(O)COc2ccccc2Br)n1 (stereo not given)
  -1, 2, -1, 4, -1.1, -7, -4, 1, 7, 2
CCCn1cnnc1CNC(=O)[C@H]1O[C@@H](n2ccc(N)nc2=O)[C@H](O)[C@@H]1O
  1, ., -3, -7, -0.2, 2, 0, 2, -4, -1
OCCN1CCN(Cc2cc(Cl)c3cccnc3c2O)CC1
  4, 52*, 4, -2, -1.6, 1, 6, -6, -3, 3
O=C(CCSc1nc(-c2ccco2)cc(C(F)(F)F)n1)NCCN1CCOCC1
  11, 6, 2, 0, -0.3, -8, -7, 1, -6, 4
C=CCn1cc(C(=O)NCCCOC)c(=O)c2cc(S(=O)(=O)N3CCC(C)CC3)ccc21
  -5, 0, -11, 2, -1.5, 1, -7, 2, -10, 7
O=C(COC(=O)c1ccc2ccccc2c1O)NCC(F)(F)F
  -5, -8, -6, 6, 0.1, 4, 2, -2, -1, -3
CC(=O)Nc1ccc(S(=O)(=O)N(C)CC(=O)Nc2ccccc2N2CCCC2)cc1
  1, 1, -2, 1, -0.9, 1, 5, -1, 2, 5
CN(C)C(=O)c1ccc(NC(=O)c2ccccc2SCC(=O)N2CCCC2)cc1
  4, 7, -1, -6, -2.1, -3, 3, 4, 2, 1

Continuation:
Second line of a record – SIAE inh, HTRA1 inhibitor, ABHD4 inh, Rev-erbA mod, PG9 Ab binder, rCAG binder, TCR-CD3 inh, LEDGF integ inh, TDP2 inh, PRMT1 FP inh
CC(C)n1c(N2CCN(C(=O)Nc3ccccc3)CC2)nc2ccccc21
  5, -8, 4, -4, 1.7, -1, 5, 2, 2, 1
Nc1ccn([C@@H]2O[C@H](C(=O)N3CCN(C(=O)C(F)(F)F)CC3)[C@@H](O)[C@H]2O)c(=O)n1
  14, ., -5, 8, -0.2, 2, -2, 0, 0, -1
O=C(Nc1cccnc1)c1ccc(-c2cc(Cl)ccc2Cl)o1
  -30, -63, -30, 1, -1.5, 1, 1, 2, 7, 1
CC(C)(C)N1C(=O)c2ccccc2NC(=O)C1C(=O)NCc1ccco1 (stereo not given)
  -2, ., 0, 2, 0.9, 4, 6, -3, -4, 1
Cc1ccc(/C([O-])=C(/C(=S)NCc2ccccc2)[n+]2cccc(CO)c2)cc1[N+](=O)[O-]
  5, 8, 10, -1, -2.4, 11, -3, 5, 26*, 7
COc1ccc2c(CC(=O)Nc3ccc(OC)nc3)coc2c1
  -1, -3, 9, 8, -1.1, 1, 1, 4, 1, 1
CCOC(=O)Cc1csc(NC(=S)NC(=O)c2ccc(F)cc2)n1
  -14, 4, 1, -2, -2.5, 0, 3, -2, -2, -1
COc1ccc(C(=O)O/N=C(\N)c2ccccn2)c(OC)c1
  -1, 5, -2, 7, -1.1, -4, -13, 6, -2, -6
O=C(Cc1c[nH]c2ccccc12)NNC(=O)c1ccccc1
  4, 3, 2, -1, -0.1, -2, 2, 3, 1, -2
C=CCN1C(=O)c2ccc(C(=O)N(CC(C)C)c3c(N)n(CCCC)c(=O)[nH]c3=O)cc2C1=O
  3, 2, -2, 1, -0.6, 1, 9, -3, 3, -2
COc1ccc(-c2c3c(=O)n(C)c(=O)n(C)c3cn2-c2ccccc2)cc1
  0, -3, 4, -3, -0.5, 1, -4, 5, 1, 1
Cc1ccc(-n2cnc3c(sc4nc(N5CCOCC5)c5c(c43)CCCC5)c2=O)cc1
  -4, ., -1, 6, 0.7, -3, -4, -5, -4, 3
CC(=O)N1CCCC(N2CCN(c3cccc(C(F)(F)F)c3)CC2)C1 (stereo not given)
  5, 1, -2, 2, -1.2, -8, -3, 3, 8, 1
O=C(C1=NNCC1c1ccccc1)C1CO1 (stereo not given)
  0, 3, 6, -3, -0.6, 4, -2, -2, 3, 3
CC1CCN(C(=O)CC(NC(N)=O)c2ccccc2Cl)CC1 (stereo not given)
  3, 1, 3, 1, -1.8, 1, 5, -1, 7, -2
COc1cc(C(F)(F)F)nc(-c2ccccn2)n1
  -2, 0, 3, -3, -1.0, -3, -2, -7, -3, 1
CC12CCC(C(=O)O)(c3nc(C#N)c(C#N)nc31)C2(C)C (stereo not given)
  13, -2, -3, 3, -1.8, 1, -3, 5, -3, 2
CN(C)C(=O)c1sccc1Oc1ccc(F)cc1[N+](=O)[O-]
  4, -2, -4, -1, -0.4, -1, -3, -4, 0, -5
CCCN(Cc1nc2cc(Cl)ccc2c(=O)[nH]1)C(=O)c1ccc(S(=O)(=O)N2CCCC2)cc1
  1, 7, 5, -2, 1.5, 3, -8, -3, 4, 2
Cc1ccc(/C=N/Nc2nc(C(C)(C)C)cs2)o1
  3, -4, 11, 1, -0.5, 6, 7, 0, 10, 8

Remaining list, next part.
Second line of a record – SIAE inh, HTRA1 inhibitor, ABHD4 inh, Rev-erbA mod, PG9 Ab binder, rCAG binder, TCR-CD3 inh, LEDGF integ inh, TDP2 inh, PRMT1 FP inh
CC(C)(C)c1ccc(-c2noc(CCC(=O)N3CCOCC3)n2)cc1
  -1, 3, -3, -5, 0.7, -7, -8, 0, -4, 4
Cc1onc(-c2ccccc2)c1C(=O)OCC(=O)c1ccc[nH]1
  2, 2, 4, 10, 0.7, 9, -5, -2, 4, 0
COCCNC(=O)Cn1cnc2sc(C)c(S(=O)(=O)N3CCC(C)CC3)c2c1=O
  -5, -1, 6, -4, 1.4, -2, -9, -1, -3, 2
c1ccc(OCc2ccc(CCCN3CCOCC3)cc2)cc1
  18*, 0, 3, -1, -0.3, -10, 5, 3, -12, -2
CCNS(=O)(=O)c1ccc(OCCNS(C)(=O)=O)cc1
  3, 5, 1, -2, -1.1, 2, 2, 4, -3, -1
CN(Cc1ccccc1)C(=O)c1ccc(COc2ccccc2)cc1
  -1, -12, -5, 5, -2.1, -11, -2, 1, 0, 0
O=C(CSc1nnc(-c2ccccc2)n1Cc1ccccc1)NC1CC1
  -5, 8, -4, 6, 1.1, -5, -6, 1, -8, 0
O=C(NC(=O)c1c(F)cccc1F)Nc1ccccc1SC(F)F
  3, -4, -4, -2, 0.6, 0, 3, 4, 2, -4
COC(=O)C1CCN(C(=O)COC(=O)CC(NC(C)=O)c2ccccc2)CC1 (stereo not given)
  3, 1, -2, -2, -0.4, -3, -10, -2, -1, 2
O=C(CCSc1nc(-c2ccco2)cc(C(F)(F)F)n1)Nc1ccc2c(c1)OCO2
  0, -15, -7, 0, -1.6, 7, 2, -3, -1, -3
CCOc1ccccc1NC(=O)CNC(=O)c1nn(-c2ccc(OC)c(OC)c2)c(=O)c2ccccc12
  -8, 5, 6, 9, -1.9, -1, 3, -5, -5, 0
Cc1cc(C)nc(N2C(=O)CC(Cc3ccc(Cl)cc3)C2=O)n1 (stereo not given)
  1, -4, -11, -6, -0.4, -3, 0, -11, -3, 8
COC(=O)CN(c1ccccc1F)S(=O)(=O)c1ccc(C)cc1
  -8, -5, -2, -2, -1.7, -4, 5, -6, -4, -4
Cn1c(-c2ccc3c(c2)OCO3)cnc1N
  6, 3, 13, -5, -0.7, 5, 4, 2, -1, -2
Cc1c(NC(=O)C2CC(c3cccc(Br)c3)=NO2)c(=O)n(-c2ccccc2)n1C (stereo not given)
  -6, -2, 1, -3, -0.3, -6, 8, -5, -5, 0
CC(C)CCOC(=O)C1C(c2ccccc2)C(C(=O)O)C1c1ccccc1 (stereo not given)
  -2, -2, -1, -2, -0.1, 15, 4, -6, -3, 1
Cc1cccnc1NC(=O)c1cccc(S(=O)(=O)N2CCN(c3ccccc3)CC2)c1
  3, 0, 1, 4, 0.3, -2, 7, 3, 0, -2
Cc1ccc2nc(NC(=O)COC(=O)CSc3nc(C)cc(C)n3)sc2c1
  8, -6, 6, -4, -1.5, 3, -9, -2, 2, 6

Reformatted field by field: entries from further up.
SMILES: Cc1ccc(/C([O-])=C(/C(=S)NCc2ccccc2)[n+]2cccc(CO)c2)cc1[N+](=O)[O-]
  SIAE inh: 5 | HTRA1 inhibitor: 8 | ABHD4 inh: 10 | Rev-erbA mod: -1 | PG9 Ab binder: -2.4 | rCAG binder: 11 | TCR-CD3 inh: -3 | LEDGF integ inh: 5 | TDP2 inh: 26* | PRMT1 FP inh: 7

SMILES: O=C(c1ccc(C(=O)N2CCOCC2)s1)N1CCOCC1
  SIAE inh: -3 | HTRA1 inhibitor: -1 | ABHD4 inh: 2 | Rev-erbA mod: 5 | PG9 Ab binder: 1.2 | rCAG binder: -1 | TCR-CD3 inh: 6 | LEDGF integ inh: 1 | TDP2 inh: 6 | PRMT1 FP inh: 1
